From PubChem
APEX1 inh: inhibitors of human APE1 endonuclease | recombinant APE1, TAMRA/BHQ-2 abasic DNA cleavage fluorescence | Potency, µM (series often up to 65.8 µM), inactives show at the top dose activity change, negative = inhibition, usual class: inhibitors | 350,000 tested, 0.35% active | AID 2517 | P27695;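 further: potency means the concentration at half of the fitted maximal effect; plate controls were vehicle for no effect and reference inhibitor for full effect; nearly all actives have a fitted effect of over 55% in size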
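Readout is kinetic fluorescence (ex 525, em 598 nm) from cleavage of 50 nM TAMRA/BHQ-2 THF abasic duplex by 0.75 nM APE1, compound added 15 min beforehand at RT.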
BLM helicase inh: inhibitors of human Bloom syndrome helicase BLM | Potency, µM (titrated, usually from 56.1 µM), inactives show at the top dose activity change, negative = inhibition, hits mostly inhibitors | recombinant BLM DNA unwinding, fluorescence dequenching | P54132 | 350,000 tested, 0.2% active;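 further: potency means the concentration at half of the fitted maximal effect; plate controls were vehicle for no effect and no enzyme for full effect; nearly all actives have a fitted effect of over 35% in size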
POLB inh: DNA polymerase beta (human) inhibition | P06746 | Pol beta primer extension/strand displacement, fluorescence kinetic | Potency, µM (doses to about 114 µM), without a hit: at the top dose activity change, negative = inhibition, most hits filed as inhibitors | 340,000 tested, 1.3% active | AID 485314; further: potency means the concentration at half of the fitted maximal effect; on the % scale 0 is the no-effect control and ±100 the full control effect
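Reaction started by 50 nM substrate onto compound-treated Pol beta (10 nM, 15 min preincubation, room temperature); plates read at 0 min and 10 min. Normalized concentration-effect data fitted by four-parameter Hill equation.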
Anesthetic bind: candidate novel general anesthetic via apoferritin binding | AID 485281 | apoferritin/1-aminoanthracene competitive binding, fluorescence | 350,000 tested, 0.074% active | P02791 | Potency, µM (titrated, usually from 77.5 µM), inactives show at the highest dose activity change, negative = displacement, usual class: inhibitors; further: potency means the concentration at half of the fitted maximal effect; on the % scale 0 is the no-effect control and ±100 the full control effect; nearly all actives have a fitted effect of over 20% in size
Target sequence (P02791 2-175 limits assumed): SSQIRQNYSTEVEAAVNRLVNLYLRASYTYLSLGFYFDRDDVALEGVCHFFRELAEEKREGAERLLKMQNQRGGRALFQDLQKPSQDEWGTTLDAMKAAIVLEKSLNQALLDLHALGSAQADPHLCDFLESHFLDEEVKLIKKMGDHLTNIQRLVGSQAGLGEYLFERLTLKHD
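Horse-spleen apoferritin (10 uM) in 50% saturated 1-aminoanthracene in PBS was incubated 10 min at room temperature with compound. Fluorescence (ex 380, em 535 nm) was normalized to free and bound 1-AMA, with concentration-response fitted by a four-parameter Hill equation.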
Pol kappa inh: blocks human DNA polymerase kappa activity; purified Pol kappa, fluorescent DNA synthesis assay, 10 min; Potency, µM (series often up to 107 µM), inactives show top-dose activity, negative = inhibition, actives largely listed as inhibitors; 400,000 tested, 0.53% active; AID 588579; further: potency means the concentration at half of the fitted maximal effect; on the % scale 0 is the no-effect control and ±100 the full control effect
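Kinetic fluorescence screen: compound preincubated 15 min RT with 10 nM enzyme; 50 nM substrate (final) initiates; reads at 0/10 min.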
Pol iota inh: blocks human DNA polymerase iota activity; Pol iota fluorescent replication assay, 10 min; Potency, µM (highest dose often 115 µM), for the others: top-dose activity, negative = inhibition, usual class: inhibitors; 390,000 tested, 1% active; further: potency means the concentration at half of the fitted maximal effect
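Fluorescent replication assay read twice, at 0 min and 10 min after adding 50 nM (final) substrate. Enzyme (10 nM) and compounds were first incubated 15 min at room temperature; enzyme-free buffer wells were negative controls.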
RXFP1 antagonist: antagonists of human relaxin receptor RXFP1 | Q9HBX9 | HEK293-RXFP1, relaxin-stimulated cAMP HTRF, 30 min; stronger effect = lower value | activity change, negative = inhibition, % at 57.5 µM | 350,000 tested, 0.59% active;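 active means activity change of -60% or lower, but not beyond a set lower limit; inconclusive means change between -60% and -40%, or beyond the set limit; inactive means change above -40%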; further: on the % scale 0 is the no-effect control and ±100 the full control effect
Pol eta inh: inhibitors of human DNA polymerase eta; recombinant Pol eta, fluorescent DNA replication assay; Potency, µM (highest dose often 114 µM), for the others: top-dose activity change, negative = inhibition, actives largely listed as inhibitors; 390,000 tested, 1.2% active; further: potency means the concentration at half of the fitted maximal effect; on the % scale 0 is the no-effect control and ±100 the full control effect
Target sequence (Q9Y253 whole entry, looked up): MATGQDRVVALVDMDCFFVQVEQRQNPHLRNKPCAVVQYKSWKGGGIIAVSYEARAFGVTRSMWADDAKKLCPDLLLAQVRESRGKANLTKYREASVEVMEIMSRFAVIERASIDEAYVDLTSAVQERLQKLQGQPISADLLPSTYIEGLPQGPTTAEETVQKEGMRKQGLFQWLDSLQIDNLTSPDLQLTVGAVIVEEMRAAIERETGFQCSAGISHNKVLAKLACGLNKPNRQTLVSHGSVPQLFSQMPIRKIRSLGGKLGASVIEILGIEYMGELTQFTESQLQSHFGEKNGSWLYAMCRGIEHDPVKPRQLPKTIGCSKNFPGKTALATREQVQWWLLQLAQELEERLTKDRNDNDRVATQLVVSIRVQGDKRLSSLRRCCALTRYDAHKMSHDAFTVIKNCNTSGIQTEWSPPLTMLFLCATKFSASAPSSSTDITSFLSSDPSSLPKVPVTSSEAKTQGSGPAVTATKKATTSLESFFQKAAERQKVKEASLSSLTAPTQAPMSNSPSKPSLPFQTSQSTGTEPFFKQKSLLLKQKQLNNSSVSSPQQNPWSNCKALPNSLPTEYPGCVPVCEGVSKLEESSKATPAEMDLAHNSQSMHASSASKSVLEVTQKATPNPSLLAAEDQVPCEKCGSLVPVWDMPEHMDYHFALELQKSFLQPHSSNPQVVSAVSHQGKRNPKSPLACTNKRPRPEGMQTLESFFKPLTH
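Pol eta (10 nM) was preincubated with compounds for 15 min at room temperature, after which fluorescent replication substrate (50 nM final) was added to start the reaction. Fluorescence was read kinetically at 0 and 10 min.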
Tb PGK inh: T. brucei PGK inhibition | Potency, µM (series often up to 57.5 µM), without a hit: top-dose activity change, negative = inhibition, hits mostly inhibitors | PGK/GAPDH coupled, Kinase-Glo luminescence, 60 min | 380,000 tested, 0.043% active | P07378; further: potency means the concentration at half of the fitted maximal effect; on the % scale 0 is the no-effect control and ±100 the full control effect; nearly all actives have a fitted effect of over 60% in size
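Recombinant glycosomal PGK reaction used 1,3-bisphosphoglycerate generated in-well by GAPDH (100nM final) in 100mM TEA pH 7.6, 5mM MgCl2, 0.01% Tween-20. After 60 minutes at room temperature, ATP was read by Kinase-Glo Plus luminescence end-point.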
Active calls of the source: *; i = inactive; ? = inconclusive; / = not tested or not shown; & = joins results of further samples; [ ] = remark or other dose. Unless noted, the call rests on the fitted dose curve; in most records, active means well fitted curve in the direction sought with a large enough effect; inconclusive means small, poorly fitted or top-dose-only effect, or another doubt; inactive means no such curve, though single readings can be large; an effect the other way counts as inactive or inconclusive.

SMILES	APEX1 inh	BLM helicase inh	POLB inh	Anesthetic bind	Pol kappa inh	Pol iota inh	RXFP1 antagonist	Pol eta inh	Tb PGK inh
COc1ccc(-c2nc(C(N)=O)c3[nH]c(=O)n(-c4cccc(C)c4)c3n2)c(OC)c1	-5%	2%	-1%	-13%	-5%	?	/	-14%	i
C(=C\c1ccccc1)/CSc1ccccn1	1%	-6%	17%	?	-17%	34%[activator]	-23	-7%	i
CC(=O)NC(CCS(C)(=O)=O)C(=O)Nc1cccc(Cl)c1Cl (stereo not given)	-3%	-4%	2%	-1%	-5%	7%	3	5%	-4%
Fc1ccccc1N1CCN(C2CCN(Cc3c[nH]c4ccccc34)CC2)CC1	-1%	0%	13%	?	-4%	?	-3	0%	/
CCOc1ccc(C(=O)COC(=O)c2c(-c3ccccc3)noc2C)cc1	20%	/	/	/	-2%	6%	-6	-8%	-1%
CCCc1cc(=O)n2[nH]c(NC(=O)c3ccccc3Cl)nc2n1	/	1%	21%	2%	1%	-4%	-14	-11%	-4%
CN(CC(=O)NCc1ccncc1)S(=O)(=O)c1ccc(F)cc1	1%	4%	24%	-17%	0%	12%	-2	-6%	-6%
Cn1c(=O)c2c(SCC(=O)NCc3ccco3)nc(-c3cccc(F)c3)nc2n(C)c1=O	/	-5%	0%	-7%	-1%[60.1 µM]	-24%	-6	8%	3%
O=c1oc(-c2cccs2)nc2sc3c(c12)CCCCC3	1%	-2%	24%	-12%	4%[60.1 µM]	29%	1	-2%	2%
COCCNC(=O)C(c1ccncc1)N(C(=O)Cn1nnc2ccccc21)c1ccc(OC)cc1 (stereo not given)	-1%	1%	8%	-4%	-4%	4%	3	-10%	-4%
CCCCCn1c(CNC(=O)c2ccc(F)cc2)nc2ccccc21	/	-4%	3%	-2%	1%	29%	/	-17%	-10%
CCOc1ccc2c(S(=O)(=O)O)cccc2c1[N+](=O)[O-]	/	/	/	/	-23%	33%[activator]	4	?	-7%
O=C(C1=C(O)C(=O)N(CCN2CCOCC2)C1c1cccs1)c1cc2ccccc2o1 (stereo not given)	/	/	/	/	-10%	84%[activator]	5	-1%	-1%
Cc1ccc(C(=O)CSc2nc(C)cc(=O)[nH]2)cc1	-1%	-1%	7%	-17%	0%	2%	-11	-7%	-3%
COC(=O)c1cccc(C23CC4(C2)[C@H](CN(Cc2cccnc2)[C@@H]4c2ccccc2)C3c2ccc(Cl)nc2)c1 (stereo not given in full)	-9%&3%	-3%&-7%	6%	0%&-18%	-2%	12%	/	-13%	3%
COC(=O)c1cc2c([nH]c1=O)CCCC2=O	/	/	/	/	5%	?	/	-1%	i
CC(=NCCc1ccccc1)C1=C(O)C(c2ccccc2)OC1=O (stereo not given)	-7%	-8%	-23%	-3%	-10%	-13%	-3	4%	-1%
Cc1sc2ncnc(OCC(=O)N3CCN(S(=O)(=O)c4ccccc4)CC3)c2c1C	-2%	4%	1%	-15%	-13%	5%	4	-5%	-2%
COc1ccc(-c2cc(C(F)(F)F)c(C#N)c(SCC(=O)O)n2)cc1OC	5%	2%	7%	27%	/	/	/	/	/
CCOC(=O)c1cc(-c2ccccc2C)nn1Cc1cc(C)no1	-4%	/	/	/	13%	28%	/	-12%	i
COc1ccc(S(=O)(=O)N2CCCN(C)CC2)cc1	37%	0%	2%	0%	-2%	21%	2	0%	-7%
CSc1ccccc1OCc1cc(C(=O)N(C)Cc2ccc3nsnc3c2)no1	5%	-9%	2%	?	-16%	13%	-8	-23%	-5%
CN(C)S(=O)(=O)c1ccc(-c2csc(-c3cccnc3)n2)cc1	7%	1%	36%	-14%	-9%	154%[activator]	-18	0%	8%
O=c1c2cc(Cl)ccc2[nH]c(=S)n1Cc1ccccn1	8%	-1%	2%	3%	-4%	23%	/	5%	-4%
CCCCc1nn2c(=O)cc(COC(=O)c3ccc(NC(=O)c4ccccc4C)cc3)nc2s1	/	-1%	7%	0%	4%[60.1 µM]	3%	-18	-13%	-2%
(more compounds)
SMILES	APEX1 inh	BLM helicase inh	POLB inh	Anesthetic bind	Pol kappa inh	Pol iota inh	RXFP1 antagonist	Pol eta inh	Tb PGK inh
O=C(CC1CS(=O)(=O)CC1CC(=O)Oc1ccccc1F)Oc1ccccc1F (stereo not given)	-2%	-5%	1%	-1%	-16%	-6%	-3	-8%	1%
CC(O)c1nc2ccccc2n1C/C=C/c1ccccc1 (stereo not given)	3%	0%	1%	-3%	-1%	6%	15	-15%	-1%
Cc1ccc(S(=O)(=O)c2nc(S(C)(=O)=O)sc2N2CC(C)OC(C)C2)cc1 (stereo not given)	12%	0%	8%	-12%	-25%	0%	3	-19%	-6%
CC(c1nnc(Sc2nnnn2-c2ccccc2)n1-c1ccc(F)cc1)N(C)C (stereo not given)	-6%	1%	25%	-8%	5%	-2%	-1	-10%	-5%
Cc1ccc(S(=O)(=O)N2CCOC2CNC(=O)C(=O)NCc2ccc3c(c2)OCO3)cc1 (stereo not given)	-15%	-5%	?	?	2%	-1%	4	-12%	-3%
CCn1ncc(/C=C/C(=O)NCc2cn(C)nc2C)c1C	3%	1%	21%	-4%	10%	31%[activator]	6	6%	11%
CC(=O)C1=C(O)C(=O)N(CCc2c[nH]c3ccccc23)C1c1cccc(O)c1 (stereo not given)	12%	2%	24%	-5%	-11%	0%	7	-15%	-12%
Cc1cccc(OCC(=O)NCCc2nc3ccccc3[nH]2)c1C	/	-3%	16%	-5%	4%	11%	-13	-12%	-9%
CCCCC[C@H]1CN(Cc2ccccc2)C(=O)[C@@H]1CC(=O)NCc1ccc(OC)cc1	-14%	-4%	-1%	-9%	-5%&-6%	1%&24%	/	?	0%
O=[N+]([O-])c1cccc(-c2ccc(CN3CCCCC3)o2)c1	-6%	6%	38%	-20%	1%	122%[activator]	-8	-8%	4%
O=S(=O)(NCCc1csc(-c2cccnc2)n1)c1cc(F)ccc1F	-8%	-1%	29%	-10%	1%	7%	-13	-10%	-14%
CCOCC(=O)N1CCC(Cc2ccccc2)CC1	4%	0%	-2%	-9%	0%	72%[activator]	-12	-9%	-2%
O=C(NCC1CCN(Cc2ccccc2F)CC1)Nc1ccc(F)c(Cl)c1	/	-1%	35%[activator]	-1%	-14%	2%	-20	-16%	8%
O=c1[nH]ncc2c3ccccc3n(Cc3cccc(Cl)c3)c12	-5%	-5%	-18%	-18%	-14%	?	-9	-11%	-3%
Cc1ccc(C)c(NC(=O)c2cnc(N3CCCC3)nc2C)c1	/	0%	10%	36%[activator]	-5%[60.1 µM]	44%[activator]	3	/	/
O=C1c2cccc3c(O)ccc(c23)C(=O)N1Cc1ccco1	-10%	-9%	?	33%[activator]	?	20µM*	/	32µM*	-2%
CN(CCC#N)C(=O)COC(=O)/C=C/c1cccs1	-6%	-1%	34%	0%	-3%	47%[activator]	-2	-10%	i
O=C(O)c1cccc(Nc2ncnc3ccccc23)c1	-3%	-1%	-20%	-7%	-7%	-21%	9	11%	-7%
CCC(C(=O)Nc1cccnc1)c1ccccc1 (stereo not given)	-6%	-3%	5%	-8%	2%	12%	1	1%	i
COc1ccc(C2C(C(=O)c3ccc(C)o3)=C(O)C(=O)N2Cc2cccnc2)cc1 (stereo not given)	32%	-3%	14%	-12%	-12%	95%[activator]	13	-11%	-9%
CC1CCCC(NC(=O)CSc2nnc(-c3cccnc3)n2N)C1C (stereo not given)	6%	/	/	/	-8%	44%[activator]	-9	-1%	i
C/C(=N\N=C\c1cccc(F)c1)c1nnn(-c2nonc2N)c1C	-1%	-5%	18%	-7%	-2%	21%	-4	-12%	-5%
Cc1cnc(C(=O)OCC(=O)Nc2c(Cl)cc(Cl)cc2Cl)cn1	-13%	/	/	/	-16%	19%	-15	-15%	-2%
CC1CCCN(S(=O)(=O)c2cccc(-c3cn4cccnc4n3)c2)C1 (stereo not given)	0%	-1%	-1%	-4%	-5%	25%	/	-14%	-4%
OCCN1CN=C(Nc2nc3ccccc3s2)NC1	3%	-1%	-11%	-10%	-1%	19%	5	-8%	-2%
Going on with the list:
SMILES	APEX1 inh	BLM helicase inh	POLB inh	Anesthetic bind	Pol kappa inh	Pol iota inh	RXFP1 antagonist	Pol eta inh	Tb PGK inh
Cc1ccc(/C=C/C(=O)N2CCN(S(=O)(=O)c3ccc(C)c(C)c3)CC2)o1	-5%	-6%	-3%	-9%	-5%	?	-30	-18%	i
COC(=O)C1CCN(C(=O)COC(=O)c2oc3ccc(OC)cc3c2C)CC1	-9%	-1%	38%	-16%	-11%	97%[activator]	-4	-15%	-1%
COc1ccc(-n2nc3ccc(NC(=O)c4ccc(C#N)cc4F)cc3n2)cc1Cl	/	-4%	-1%	-2%	-4%	35%[activator]	/	-17%	-4%
O=C(Nc1ccc(C(F)(F)F)cc1)c1ccccc1Br	5%	-7%	3%	-8%	-21%	58%[activator]	0	-23%	-8%
CCN(C(=O)COC(=O)c1ccc(SC)cc1OC)C1CCS(=O)(=O)C1 (stereo not given)	43%	/	/	/	5%	-6%	1	-19%	4%
Cc1ccc(S(=O)(=O)N2CCN(C(=O)COC(=O)/C=C/c3ccccc3)CC2)c(C)c1	-12%	/	/	/	-18%	-18%	0	-6%	0%
COc1ccc([C@@H]2CC=C(C(=O)O)[C@H](c3cccc(Cl)c3)N2S(=O)(=O)c2ccccc2C)cc1	21%	/	/	/	-17%	6%	/	-16%	-8%
Cc1cccc(C)c1NC(=O)C(C)Sc1n[nH]c(-c2ccncc2)n1 (stereo not given)	17%	-2%	61%	-4%	5%	29%	-5	-19%	8%
COc1ccc(NC(=O)/C=C2\SC(=O)NC2=O)cc1	?	0%	-14%	-6%	-18%	34%[activator]	-9	-8%	-1%
CC(C)CNC(=S)Nc1ccccc1F	0%	-6%	21%	2%	3%	8%	-14	-12%	-2%
Cc1cccc(C)c1NC(=O)CNC(=O)c1ccc2nc[nH]c2c1	-7%	/	/	/	-25%	36%[activator]	2	?	-7%

Pol iota inh: hit marks shown above
SMILES	APEX1 inh	BLM helicase inh	Pol kappa inh	Pol iota inh	RXFP1 antagonist	Pol eta inh	Tb PGK inh
O=C1c2cccc3c(O)ccc(c23)C(=O)N1Cc1ccco1	-10%	-9%	?	20µM*	/	32µM*	-2%

Only part of the results is shown; the hit share may differ from the screen's.
